Assay outcomes from PubChem BioAssay.
GPR151 activ = activators of human GPR151, primary screen, cell-based, PathHunter beta-arrestin, luminescence; AID 1508602, 2020; G-protein coupled receptor 151 (Homo sapiens), Q8TDV0; activation, % at 11.2 µM; 1% of 650,000 active; PathHunter beta-arrestin GPR151 cells; in the data active means activation above about 4.9%;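 further: 0% = median of compound wells and 100% = cells with positive control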
Target sequence (Q8TDV0 whole entry, looked up): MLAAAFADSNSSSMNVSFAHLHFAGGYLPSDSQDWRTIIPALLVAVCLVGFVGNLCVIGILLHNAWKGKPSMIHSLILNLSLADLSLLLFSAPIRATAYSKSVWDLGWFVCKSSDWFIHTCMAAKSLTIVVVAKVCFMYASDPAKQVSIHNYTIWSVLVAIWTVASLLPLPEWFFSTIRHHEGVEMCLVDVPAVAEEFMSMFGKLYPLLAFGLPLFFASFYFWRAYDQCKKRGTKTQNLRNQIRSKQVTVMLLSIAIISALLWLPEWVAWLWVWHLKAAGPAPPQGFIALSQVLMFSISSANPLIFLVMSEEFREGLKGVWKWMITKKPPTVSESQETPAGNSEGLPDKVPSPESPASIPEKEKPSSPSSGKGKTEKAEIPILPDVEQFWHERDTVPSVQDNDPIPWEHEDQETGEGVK
FBW7 activator = FBW7 E3 ligase activators, primary screen, biochemical, AlphaScreen, human. F-box/WD repeat-containing protein 7 (Homo sapiens), Q969H0. AlphaScreen FBW7–phospho-cyclin E peptide binding, activator screen. normalized activity (activation), % at 26.1 µM. 0.13% of 650,000 active; in the data active means normalized activity above about 1.9%;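 further: purified mutant Fbw7 with reduced substrate affinity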
TEAD-YAP block = TEAD-YAP interaction inhibition, primary screen, TEAD-YAP interaction inhibitor project, luminescence, HEK-TIYL cells; TEAD-Gal4/YAP UAS-luciferase luminescence; inhibition, % at 9.12 µM; 1.4% of 640,000 active; AID 1259422, 2018; in the data active means inhibition above about 32%;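 further: 0% = median of test compound wells and 100% = reference inhibitor wells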
MITF primary = MITF inhibitors, primary screen, biochemical, AlphaScreen, human; Microphthalmia-associated transcription factor (Homo sapiens), O75030; AlphaScreen MITF homodimerization, bead proximity signal; inhibition, % at 2.6 µM; 0.91% of 650,000 active; AID 1259374, 2018; in the data active means inhibition above about 50%;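 further: 0% = vehicle wells with protein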
Target sequence (O75030 whole entry, looked up): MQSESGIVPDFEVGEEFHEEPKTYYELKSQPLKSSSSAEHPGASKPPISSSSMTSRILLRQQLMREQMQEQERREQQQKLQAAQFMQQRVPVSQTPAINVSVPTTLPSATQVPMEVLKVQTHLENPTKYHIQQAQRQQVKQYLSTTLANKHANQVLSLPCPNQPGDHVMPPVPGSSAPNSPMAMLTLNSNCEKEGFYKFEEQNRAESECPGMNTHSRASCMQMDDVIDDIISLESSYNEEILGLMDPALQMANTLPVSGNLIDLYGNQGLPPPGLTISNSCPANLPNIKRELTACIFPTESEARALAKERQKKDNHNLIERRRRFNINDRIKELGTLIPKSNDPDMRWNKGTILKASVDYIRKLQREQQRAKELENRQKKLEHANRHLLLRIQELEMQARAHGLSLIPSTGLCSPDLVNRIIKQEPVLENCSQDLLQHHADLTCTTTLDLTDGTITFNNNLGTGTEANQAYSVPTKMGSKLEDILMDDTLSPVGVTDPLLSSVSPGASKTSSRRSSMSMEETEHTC
Numbers without * were called inactive; . = not tested or not shown; & = joins results of further samples.

The opening 2 entries, ahead of the listing:
Order of values: GPR151 activ | FBW7 activator | TEAD-YAP block | MITF primary
1) O=C(NCCCO)C(=O)NCC(c1ccco1)N1CCOCC1 (stereo not drawn)
  1.6 | -0.2 | -0.2 | 10.5
2) O=C(NCc1ccccn1)c1ccccc1Br
  3.6 | -0.1 | -3.7 | -7.7

This part in full, from the first entry:
Order of values: GPR151 activ | FBW7 activator | TEAD-YAP block | MITF primary
1) O=C(NCCCO)C(=O)NCC(c1ccco1)N1CCOCC1 (stereo not drawn)
  1.6 | -0.2 | -0.2 | 10.5
2) O=C(NCc1ccccn1)c1ccccc1Br
  3.6 | -0.1 | -3.7 | -7.7
3) COCCn1c(N/N=C(\C)c2ccccc2)nc2c1c(=O)[nH]c(=O)n2C
  -0.8 | -0.2 | 9.0 | 6.1
4) Nc1ccc(-c2nc3ccccc3o2)cc1
  -4.9 | 0.1 | -16.3 | 7.3
5) COc1ccccc1C(=O)N/C(=C\c1ccc2c(c1)OCO2)C(=O)NCCCOC(C)=O
  -0.9 | 0.1 | -3.0 | 13.5
6) CCOC(=O)C1=C(c2ccccc2)N=c2s/c(=C\c3cc(OC)ccc3OC)c(=O)n2C1c1c(OC)ccc2ccccc12 (stereo not drawn)
  -0.3 | 0.0 | 3.0 | -10.6
7) Cc1nc(NC(=O)c2cc(-c3ccc(Br)cc3)nc3ccccc23)sc1C
  -1.5 | 0.0 | -3.0 | 6.9
8) CCCN1CCC(NC(=O)Nc2ccccc2C(=O)OC)CC1
  0.1 | 0.0 | 6.8 | 0.7
9) CC(O)CNc1ncnc2c1c(-c1ccccc1)cn2-c1cccc(C(F)(F)F)c1 (stereo not drawn)
  -2.2 | 0.6 | -13.1 | 1.2
10) COC(=O)c1cc(C(=O)OC)cc(-n2c(C)cc(C(=O)CCl)c2C)c1
  -0.1 | 0.0 | -9.8 | -7.8
11) Nc1ccc2nc(-c3ccc(Cl)cc3Cl)[nH]c2c1
  -0.7 | -0.1 | -60.2 | 39.1
12) CC(C)(C)c1ccc(N2C(=O)/C(=C/c3ccc(-c4ccc([N+](=O)[O-])cc4)o3)C=C2c2ccccc2)cc1
  0.0 | 0.0 | 0.2 | 5.8
13) COc1ccc(C2=N/C(=C\c3cccc(OC)c3OC)C(=O)O2)c(Cl)c1
  0.3 | 0.2 | 3.2 | -7.8
14) CCOc1ccc(C(=O)Nc2cc(-c3nc4cc(C)ccc4o3)ccc2Cl)cc1Br
  0.6 | 0.2 | -23.0 | 2.8
15) CCOC(=O)C1CCCN(C(=O)C(=O)c2c(C)n(C)c3ccccc23)C1 (stereo not drawn)
  -0.1 | -0.3 | -1.6 | 3.5
16) Cc1nc2n(c(=O)c1CCN1CCC(c3noc4cc(F)ccc34)CC1)CCCC2
  0.9&-0.6&-1.0 | 0.0&0.0&-0.1 | -1.0&4.8 | 5.9&7.0&6.9
17) C=CCn1c2ccccc2c2nnc(SCC(=O)Nc3nc(C)c(C(=O)OCC)s3)nc21
  0.5 | 0.1 | 1.3 | -3.3
18) O=C(NNC(=O)c1ccncc1)NC1CCCCC1
  -1.3 | -0.2 | -7.3 | -1.1
19) Cc1ccc(-c2nc3cc(C)ccn3c2NC(=O)c2ccc(Cl)cc2)cc1
  -0.7 | -0.1 | 9.6 | 4.2
20) COc1ccc([C@H]2[C@@H](C(=O)O)c3ccccc3C(=O)N2Cc2ccccc2)cc1
  0.1 | 0.3 | 5.4 | 14.9
21) COc1ccc(/C=N/NS(=O)(=O)c2ccccc2)cc1Cl
  -0.5 | 0.1 | 0.3 | 6.6
22) CCOC(=O)c1ccccc1NC(=O)c1cc2n(n1)C(C(F)(F)F)CC(c1ccccc1)N2 (stereo not drawn)
  -1.7 | 0.1 | -7.5 | -2.2
23) O=C(Nc1ccc2c(c1)CN(Cc1cc3ccccc3[nH]1)CC2)C1CCCO1 (stereo not drawn)
  -1.5 | 0.1 | 3.7 | 15.0
24) CCCC(C)NC(=O)c1ccc(I)cc1 (stereo not drawn)
  -0.6 | -0.1 | -0.1 | -6.0
25) COC(CN1C(=O)C(O)=C(C(C)=O)C1c1ccccn1)OC (stereo not drawn)
  0.3 | -0.3 | -3.4 | 3.4
26) CCNC(=O)CC1C(=O)N(Cc2ccc(F)cc2)C(=S)N1Cc1ccc(OC)cc1 (stereo not drawn)
  -0.3 | -0.1 | 2.6 | -9.7
27) CCOC(=O)COc1ccc(C(=O)c2ccccc2)c(O)c1
  1.9 | 0.0 | 7.4 | 4.7
28) O=c1[nH]c(=S)[nH]c(O)c1Cc1c(O)[nH]c(=S)[nH]c1=O
  -0.1 | 0.0 | 3.7 | 26.6
29) Cc1c(C(=O)Nc2ccc(Oc3ccccc3)cc2)sc2ncn(Cc3ccccc3Cl)c(=O)c12
  0.4 | -0.4 | 2.2 | -37.5
30) CC(C)Nc1nc(NC(C)C)nc(SCCOc2ccccc2)n1
  0.6 | 0.2 | -2.8 | -9.2
31) O=C(CSc1ccncc1)N1CCC(c2ccnc3nc(C(F)(F)F)nn23)CC1
  -1.3 | 0.1 | 1.7 | 15.7
32) O=S(=O)(NCc1ccc(F)cc1)c1ccc(-n2cccn2)cc1
  -0.1 | 0.0 | -4.3 | -1.8
33) O=C(NCCc1ccccc1)c1c[nH]c2ccc(S(=O)(=O)N3CCCCC3c3cccnc3)cc2c1=O (stereo not drawn)
  -0.9 | 0.0 | 5.3 | 3.6
34) O=C(CSc1nc2sc3c(c2c(=O)[nH]1)CCCC3)NCCO
  -0.3 | -0.2 | 3.4 | -8.3
35) O=C1OC(c2ccc([N+](=O)[O-])cc2)=N/C1=C/c1cccc(F)c1
  1.8 | 0.0 | -13.8 | -19.5
36) CCNc1nnc(-c2nn(C)c(C)c2Cl)s1
  -3.8 | 0.8 | -31.2 | 23.5
37) O=C(Cn1cnc2sc3c(c2c1=O)CCCC3)NCCC(=O)NC1CCCCC1
  -0.8 | 0.0 | 6.1 | -1.0
38) COc1cc([N+](=O)[O-])ccc1NC(=O)c1ccc(C(C)(C)C)cc1
  1.4 | -0.1 | 1.2 | 39.5
39) CCSCc1nnc(SCC(=O)Nc2ccc(Br)cc2C)n1C
  -0.1 | 0.1 | 17.3 | -2.4
40) Cc1ccc(-n2c3c(cc(C(=O)Nc4ccc(Cl)cc4)c2=O)C(=O)CCC3)cc1
  0.0 | -0.1 | -4.1 | -2.5
41) COc1ccccc1COCC(O)CNC1CCCc2ccccc21 (stereo not drawn)
  -1.1 | -0.3 | 5.8 | 32.9
42) CCOc1ccc(CCNC(=O)CSc2cc(=O)n(CC)c3ccccc23)cc1
  -1.1 | 0.0 | 8.4 | 6.0
43) CC1CCN(C(=O)C2CCN(Cc3ccccn3)CC2)CC1
  0.7 | -0.1 | -1.0 | 24.7
44) NC1=NC2(CCCCC2)N(c2ccc(F)cc2F)C(N)=N1
  0.1 | -0.1 | -5.2 | -4.2
45) COc1ccc(C(=O)c2sc3nc4c(cc3c2N)CCCCCC4)cc1
  -0.3 | 1.3 | -14.2 | 17.1
46) COC(=O)CCc1ccc(OCC(O)CNC(C)C)cc1 (stereo not drawn)
  2.1&1.9&-1.2 | 0.1&0.9&0.1 | 0.4&-0.1 | 1.3&5.9&-2.0
47) CC(=O)NCCc1ccc(S(=O)(=O)Nc2ccc(OCC(N)=O)cc2)cc1
  -0.7 | 0.2 | -7.4 | -0.9
48) C=CCNC(=O)COc1ccc(Br)cc1C
  0.0 | 0.3 | -15.5 | 14.7
49) COc1ccc(CCNC(=O)c2ccc3nc(-c4ccccc4)sc3c2)cc1
  -1.2 | 0.1 | -16.0 | 1.9
50) CC(CCc1ccco1)NC(=O)c1ncoc1-c1cccs1 (stereo not drawn)
  0.3 | 0.1 | 13.3 | 11.1
51) CN1CCCN(C(=O)C2CC23CCN(Cc2c(F)ccc(F)c2F)CC3)CC1 (stereo not drawn)
  -0.3 | 0.1 | -5.1 | 11.8
52) COc1ccc(C2(O)CCN(CC(=O)N(C(C)C)C(C)C)CC2)c(OC)c1
  -1.2 | 0.1 | -42.7 | 15.5
53) COc1ccc(CNCc2cc(OC)c(O)c(OC)c2)cc1
  0.1 | 0.7 | 3.5 | 44.2
54) CCC(Sc1nnc(CSc2ncccn2)n1-c1ccccc1)C(=O)OC (stereo not drawn)
  0.3 | -0.1 | 5.3 | 10.4
55) CC1Cc2nc(SCC(=O)NCc3ccco3)n(CCc3ccccc3)c(=O)c2S1 (stereo not drawn)
  2.6 | 0.2 | 19.0 | 21.2
56) COc1cc(C(=O)Nc2nc(-c3ccccn3)cs2)cc(OC)c1OC
  -0.5 | -0.2 | 73.3* | 30.9
57) CN(C(=O)c1ccc(NS(=O)(=O)c2ccc3[nH]cc(C(=O)O)c(=O)c3c2)cc1)c1ccccc1
  0.3 | 0.2 | 13.1 | -0.1
58) CCOc1ccc(N=c2ssc3c2-c2cc(C)c(C)cc2NC3(C)C)cc1
  -0.1 | 0.1 | -1.5 | -4.0
59) CCc1ccccc1NC1=NCC(=O)N1Cc1ccc2c(c1)OCO2
  2.7 | 0.0 | -17.3 | -3.7
60) Cc1nn(C)cc1S(=O)(=O)Nc1nc2ccccc2[nH]1
  -0.6 | 0.8 | -3.2 | 7.8

In the list so far, 2 have a tert-butyl group:
Order of values: GPR151 activ | FBW7 activator | TEAD-YAP block | MITF primary
12) CC(C)(C)c1ccc(N2C(=O)/C(=C/c3ccc(-c4ccc([N+](=O)[O-])cc4)o3)C=C2c2ccccc2)cc1
  0.0 | 0.0 | 0.2 | 5.8
38) COc1cc([N+](=O)[O-])ccc1NC(=O)c1ccc(C(C)(C)C)cc1
  1.4 | -0.1 | 1.2 | 39.5

(next part)
Order of values: GPR151 activ | FBW7 activator | TEAD-YAP block | MITF primary
61) Cc1ccc2c(c1)C(=O)[C@]1(O)CCN(c3ccccc3)C1=N2
  0.1 | . | . | -1.2
62) CCOc1cc(C2CC(=O)NC(SCC(=O)Nc3cccc(Cl)c3C)=C2C#N)ccc1O (stereo not drawn)
  -1.2 | 0.0 | -13.7 | 0.0
63) Cc1cc(C)cc(N(CC(=O)NC(C)(C)C)C(=O)CCC(=O)Nc2nccs2)c1
  3.1 | -0.1 | 0.9 | -2.3
64) Cc1ccc(OC(=O)N2CCN3C(=O)[C@H](C)N(C)C(=O)[C@H]3C2)cc1
  -0.1 | 0.0 | -1.5 | -18.6
65) Cc1ccc(/C(N)=N/OC(=O)COc2ccc(Br)cc2)cc1
  8.5* | 0.0 | -3.8 | 1.1
66) O=C(C1CCN(S(=O)(=O)c2cccnc2)CC1)N1CCCCC1
  -1.1 | -0.2 | -5.0 | -12.0
67) Cc1cccc(NC(=O)CN2C(=O)C3CCCN3c3ncc(Cl)cc32)c1C (stereo not drawn)
  -0.4 | 0.1 | 0.3 | -8.4
68) N#Cc1cn(CC(=O)N2CCc3ccccc3C2)c2ccccc12
  0.6 | 0.1 | 6.2 | 5.2
69) CCC(COC)NC(=O)c1ccc(OC)c(OC2CCN(C(C)=O)CC2)c1 (stereo not drawn)
  0.0 | 0.0 | 9.5 | 15.2
70) COCCn1c(C)nnc1SCC1CCCO1 (stereo not drawn)
  1.2 | -0.1 | -4.9 | -1.1
71) CN(C)C(=O)CSc1ccc(-c2ccc(F)cc2)nn1
  -0.8 | 0.5 | -34.1 | 4.9
72) O=C(CN1CCN(S(=O)(=O)c2ccc(Cl)cc2)CC1)Nc1ccccc1C(F)(F)F
  0.0 | 0.1 | -10.0 | -8.2
73) CC1(c2ccc(Cl)cc2)NC(=O)N(CC(=O)NCc2cccs2)C1=O (stereo not drawn)
  1.1 | -0.3 | 13.1 | -13.8
74) CCCCc1ccc(C2=N/C(=C\c3ccc(F)cc3)C(=O)N2c2ccc(OC)cc2)cc1
  0.8 | 0.1 | -1.4 | -3.6
75) Fc1cccc(C2=NC3(CCCC3)NC2=S)c1
  1.9 | 0.1 | -1.9 | 2.6
76) COC(=O)c1ccc(-c2csc(NC(=O)c3cc(=O)c4ccccc4o3)n2)cc1
  0.6 | 0.3 | 1.7 | 10.4
77) COc1cc(NC(=O)c2cccc(-n3cc(NC(=O)Cc4ccc(N)cc4)cn3)c2)cc(OC)c1OC
  -0.5 | -0.2 | -3.8 | -1.7
78) C=CCNC(=O)C(=O)NCC(c1ccco1)S(=O)(=O)c1cccs1 (stereo not drawn)
  -1.5 | 0.6 | 2.3 | 15.6
79) CCCCCCCCCC(=O)NC(CN1CCOCC1)C(O)c1ccccc1 (stereo not drawn)
  0.0 | . | . | -1.4
80) O=C1N[C@@H](Cc2ccccc2)C(=O)N2C[C@@H](NCc3ccccc3F)C[C@@H]12
  -0.9 | 0.0 | -4.1 | -19.0
81) CC(=O)c1ccc2ccccc2c1OC(=O)c1ccc(Br)o1
  6.3* | 0.0 | 2.7 | -0.1

One compound at a time, from the list above. Values in the order: GPR151 activ	FBW7 activator	TEAD-YAP block	MITF primary
`CC(=O)c1ccc2ccccc2c1OC(=O)c1ccc(Br)o1` in the list: 6.3*	0.0	2.7	-0.1
`COC(=O)c1ccc(-c2csc(NC(=O)c3cc(=O)c4ccccc4o3)n2)cc1` in the list: 0.6	0.3	1.7	10.4
`CCCCCCCCCC(=O)NC(CN1CCOCC1)C(O)c1ccccc1` (stereo not drawn) in the list: 0.0	.	.	-1.4
